CXCR6 block: blocks human CXCR6 beta-arrestin recruitment; inhibition, % at 20 µM; AID 602244; 360,000 compounds, 0.36% hits; CHO-K1 PathHunter CXCR6 beta-arrestin, luminescence; in the data active = inhibition above about 34%, passing the limit was not always enough;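 also: antagonist mode with CXCL16 agonist at 10 nM final; 0% = 10 nM CXCL16 with DMSO and 100% = unstimulated wells without agonist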
Target sequence (O00574 whole entry, looked up): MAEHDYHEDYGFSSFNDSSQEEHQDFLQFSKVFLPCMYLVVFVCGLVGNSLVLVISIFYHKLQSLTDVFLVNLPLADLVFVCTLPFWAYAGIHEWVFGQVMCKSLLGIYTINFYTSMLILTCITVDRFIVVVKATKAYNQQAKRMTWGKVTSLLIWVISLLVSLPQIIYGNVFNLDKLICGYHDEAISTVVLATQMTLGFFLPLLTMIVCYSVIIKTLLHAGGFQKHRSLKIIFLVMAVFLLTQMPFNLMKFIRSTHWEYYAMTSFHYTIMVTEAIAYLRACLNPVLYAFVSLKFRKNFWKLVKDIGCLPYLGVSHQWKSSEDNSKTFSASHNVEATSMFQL
CCR6 antag: CCR6 (human) receptor antagonism; inhibition, % at 20 µM; 340,000 compounds, 0.49% hits; CHO-K1 CCR6 PathHunter beta-arrestin, luminescence, CCL20-stimulated;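 active = compounds whose inhibition of the agonist-driven luminescence signal at 20 µM reaches about 50%, limit read from the data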;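 also: cells stimulated with CCL20 at 14 nM final; plate controls were DMSO with CCL20 for no effect and DMSO without agonist for full effect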
Target sequence (P51684 whole entry, looked up): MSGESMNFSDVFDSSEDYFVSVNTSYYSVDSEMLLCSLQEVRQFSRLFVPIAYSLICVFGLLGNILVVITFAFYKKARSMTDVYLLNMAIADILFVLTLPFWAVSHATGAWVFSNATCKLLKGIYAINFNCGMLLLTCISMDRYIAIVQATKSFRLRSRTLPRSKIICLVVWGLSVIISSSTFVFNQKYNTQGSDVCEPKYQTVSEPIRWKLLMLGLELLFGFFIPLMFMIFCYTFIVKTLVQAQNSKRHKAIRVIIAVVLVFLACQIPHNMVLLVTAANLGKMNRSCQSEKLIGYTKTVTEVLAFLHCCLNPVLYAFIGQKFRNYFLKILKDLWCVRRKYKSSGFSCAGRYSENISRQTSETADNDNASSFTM
Jurkat NFkB inh: inhibitors of the PMA/ionomycin-induced NF-kB reporter in Jurkat cells. PMA/ionomycin-induced NF-kB luciferase reporter, luminescence. inhibition, % at 4 µM. 330,000 compounds, 0.53% hits; in the data active = inhibition above about 50%
EBI2 block: blocks human EBI2 receptor beta-arrestin signaling. P32249. EBI2 beta-arrestin recruitment, luminescence, 7a,25-OHC stimulated. inhibition, % at 5 µM. 360,000 compounds, 0.81% hits. AID 651636; in the data active = inhibition above about 38%;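 also: enzyme fragment complementation signal reports receptor beta-arrestin coupling in cells; 0% = agonist plus DMSO wells and 100% = wells without agonist; some results beyond the cut were filed as inactive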
Gli-Sufu antag: Gli-Sufu pathway antagonism; 340,000 compounds, 0.74% hits; Sufu-KO-LIGHT fibroblasts, Gli luciferase reporter luminescence; AID 588413; inhibition, % at 5 µM;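 active = inhibition above about 55%, limit read from the data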;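 also: 0% = DMSO-treated cells and 100% = wells with medium but no cells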
UBC13 polyUb: blocks human UBC13 polyubiquitin chain formation | P61088 | TR-FRET | inhibition, % at 20 µM | 330,000 compounds, 0.47% hits; in the data active = inhibition above about 45%, passing the limit was not always enough; inconclusive = no clear call, values can overlap the other calls
Target sequence (P61088 whole entry, looked up): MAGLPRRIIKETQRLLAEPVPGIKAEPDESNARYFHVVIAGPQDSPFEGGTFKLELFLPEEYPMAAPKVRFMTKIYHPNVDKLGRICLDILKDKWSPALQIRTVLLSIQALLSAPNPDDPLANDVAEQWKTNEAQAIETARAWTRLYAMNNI
APJ antag: antagonists of human APJ apelin receptor. inhibition, % at 20 µM. 330,000 compounds, 0.32% hits. AID 2521. CHO-K1 APJ beta-arrestin complementation, luminescence;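 active = inhibition above about 40% at 20 µM, limit read from the data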;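 also: cells challenged with 10 nM apelin-13 agonist together with compound; plate controls were apelin-13 plus DMSO wells for no effect and DMSO wells lacking apelin-13 for full effect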
697 NFkB inh: inhibitors of the PMA/ionomycin-induced NF-kB reporter in 697 B cells | 697 B-cell NF-kB luciferase reporter, 16 h | inhibition, % at 4 µM | 330,000 compounds, 0.33% hits | AID 435022; in the data active = inhibition above about 35%
* = called active by the depositor; ? = inconclusive; / = no result given. The order is random, and some 3% of all compounds hit somewhere here.

SMILES	CXCR6 block	CCR6 antag	Jurkat NFkB inh	EBI2 block	Gli-Sufu antag	UBC13 polyUb	APJ antag	697 NFkB inh
CCOc1ccc(OCCC(=O)OCC(=O)Nc2cc(S(=O)(=O)N3CCOCC3)ccc2OC)cc1	0	-16	/	-9	-2	/	/	/
COc1ccc(C)cc1C1=Nc2ccccc2C1(C)C	2	16	-11	2	-8	12	4	-2
O=C(COC(=O)c1ccccc1[N+](=O)[O-])NC(=O)c1ccccc1	-20	-6	-5	-12	-10	-1	-2	12
O=C(Nc1ccc2c(c1)OCO2)C1CCN(c2ccc(S(=O)(=O)N3CCOCC3)cc2)CC1	-5	9	17	1	6	10	-1	8
Cc1ccccc1N1C(=O)C(Oc2ccc(Cl)cc2)C1CNC(C)(C)C (centres undefined)	5	10	22	-5	7	23	5	2
COCCOC(=O)C1=C(C)NC(=O)NC1c1ccc(-c2cc(Cl)ccc2Cl)o1 (centres undefined)	-8	-7	-11	-1	11	5	-17	2
O=C(c1ccc(F)cc1)n1cc(C(=S)N2CCOCC2)c2ccccc21	1	19	-6	-1	-1	3	-5	0
O=C(c1ccccc1[N+](=O)[O-])N1CCN(Cc2ccc3c(c2)OCO3)CC1	-10	16	10	0	-6	2	-13	8
Cc1ccc2c(c1)COc1c3ccc(C(=O)NCC4CC4)cc3nn1-2	0	5	-38	-5	-66	7	7	-163
O/N=C1\CC/C(=N\O)c2nn(-c3ccc(Cl)cc3Cl)nc21	-6	4	3	-1	-6	16	14	2
CC1CCN(c2ccc(S(=O)(=O)NC3=NCCCCC3)cc2[N+](=O)[O-])CC1	-1	10	14	-10	-10	-27	-25	-20
COc1ccc(NC(=O)C2C(=O)NC3(C)CC2c2ccccc2O3)cc1 (centres undefined)	-5	4	13	2	4	12	7	17
O=C(O)c1cccc(Cn2c(Cl)c(/C=N/NC(=O)c3cccc(O)c3)sc2=O)c1	1	3	2	-2	4	-5	3	21
COc1ccccc1OC(=O)c1ccc(S(=O)(=O)N(C)C)cc1	-3	9	8	-6	6	-2	-1	14
COc1ccccc1C(=O)Nc1c2c(nn1-c1cccc(C)c1C)CS(=O)(=O)C2	-6	-9	6	-1	6	46*	-4	0
CCOC(=O)c1ccc(NC(=O)CN2C(=O)CCC2=O)cc1	0	-1	-8	-1	2	0	9	-2
O=C(COC(=O)c1ccccc1NCCO)Nc1ccc(S(=O)(=O)NC2=NCCCCC2)cc1	8	12	/	-1	3	/	/	/
Cc1nnc(SCC(=O)Nc2ccccc2)n(N)c1=O	0	-15	0	2	1	-2	-1	28
CCOC(=O)C1CCCN(C(=O)C2CCN(C(=O)Nc3ccccc3)CC2)C1 (centres undefined)	-6	-3	0	3	-8	-4	-5	4
COc1ccccc1S(=O)(=O)N1CCn2cccc2C1C (centres undefined)	-12	11	5	-1	-5	-2	9	-9
CCN(c1ccccc1)S(=O)(=O)c1ccc(OC)c(NC(=O)CNCC(C)O)c1 (centres undefined)	-7	-6	-1	-5	-2	9	4	17
Cc1ccc(S(=O)(=O)Cc2ccc(C(=O)N3CCCCCC3)o2)cc1	7	-10	6	-4	-8	2	12	16
COc1ccccc1C(=O)NCCC(=O)Nc1ncccc1O	-5	-5	8	1	/	-2	14	-2
CS(=O)(=O)c1ccc(Cl)c(NC(=O)CSc2nc3ccccc3c(=O)n2Cc2ccco2)c1	6	14	8	7	23	5	7	-6
CC(=O)Nc1ccc(OCC(O)Cn2c3ccccc3c3ccccc32)c(C)c1 (centres undefined)	-15	-10	11	-11	1	18	-8	-33

Sorted by molar mass (descending): 17 of the compounds above.
SMILES	CXCR6 block	CCR6 antag	Jurkat NFkB inh	EBI2 block	Gli-Sufu antag	UBC13 polyUb	APJ antag	697 NFkB inh
CCOc1ccc(OCCC(=O)OCC(=O)Nc2cc(S(=O)(=O)N3CCOCC3)ccc2OC)cc1	0	-16	/	-9	-2	/	/	/
O=C(Nc1ccc2c(c1)OCO2)C1CCN(c2ccc(S(=O)(=O)N3CCOCC3)cc2)CC1	-5	9	17	1	6	10	-1	8
O=C(O)c1cccc(Cn2c(Cl)c(/C=N/NC(=O)c3cccc(O)c3)sc2=O)c1	1	3	2	-2	4	-5	3	21
COCCOC(=O)C1=C(C)NC(=O)NC1c1ccc(-c2cc(Cl)ccc2Cl)o1 (centres undefined)	-8	-7	-11	-1	11	5	-17	2
CCN(c1ccccc1)S(=O)(=O)c1ccc(OC)c(NC(=O)CNCC(C)O)c1 (centres undefined)	-7	-6	-1	-5	-2	9	4	17
COc1ccccc1C(=O)Nc1c2c(nn1-c1cccc(C)c1C)CS(=O)(=O)C2	-6	-9	6	-1	6	46*	-4	0
CC1CCN(c2ccc(S(=O)(=O)NC3=NCCCCC3)cc2[N+](=O)[O-])CC1	-1	10	14	-10	-10	-27	-25	-20
CCOC(=O)C1CCCN(C(=O)C2CCN(C(=O)Nc3ccccc3)CC2)C1 (centres undefined)	-6	-3	0	3	-8	-4	-5	4
O=C(c1ccccc1[N+](=O)[O-])N1CCN(Cc2ccc3c(c2)OCO3)CC1	-10	16	10	0	-6	2	-13	8
COc1ccc(NC(=O)C2C(=O)NC3(C)CC2c2ccccc2O3)cc1 (centres undefined)	-5	4	13	2	4	12	7	17
COc1ccccc1OC(=O)c1ccc(S(=O)(=O)N(C)C)cc1	-3	9	8	-6	6	-2	-1	14
Cc1ccc2c(c1)COc1c3ccc(C(=O)NCC4CC4)cc3nn1-2	0	5	-38	-5	-66	7	7	-163
O=C(COC(=O)c1ccccc1[N+](=O)[O-])NC(=O)c1ccccc1	-20	-6	-5	-12	-10	-1	-2	12
O/N=C1\CC/C(=N\O)c2nn(-c3ccc(Cl)cc3Cl)nc21	-6	4	3	-1	-6	16	14	2
COc1ccccc1C(=O)NCCC(=O)Nc1ncccc1O	-5	-5	8	1	/	-2	14	-2
COc1ccccc1S(=O)(=O)N1CCn2cccc2C1C (centres undefined)	-12	11	5	-1	-5	-2	9	-9
CCOC(=O)c1ccc(NC(=O)CN2C(=O)CCC2=O)cc1	0	-1	-8	-1	2	0	9	-2

Carrying on:
SMILES	CXCR6 block	CCR6 antag	Jurkat NFkB inh	EBI2 block	Gli-Sufu antag	UBC13 polyUb	APJ antag	697 NFkB inh
COc1ccc(NC(=O)CN(C)C(=O)c2cc(-c3ccc(C)o3)nc3ccccc23)cc1	1	-1	5	-2	1	13	17	10
CC(=O)N(C(C)=O)c1nc(-c2ccccc2)cn1/N=C/c1ccccc1	-7	-6	4	2	-1	-3	-7	-8
CC(C)c1nnc(NC(=O)CS(=O)(=O)c2ccccc2)s1	2	13	4	-9	/	-2	-6	16
O=C(Nc1cccc(Cl)c1)N1CCN(c2ncccn2)CC1	0	7	-6	23	15	8	1	19
COc1ccc(S(=O)(=O)N(CC(=O)NC2CCCC2)c2ccccc2OC)cc1	6	3	7	-4	-7	-4	-2	-6
O=S(=O)(c1ccccc1)N1N=C(c2cccs2)CC1c1ccc(F)cc1 (centres undefined)	4	24	13	4	1	-8	7	5
O=C1C2ON(c3ccccc3)C(c3cccnc3)C2C(=O)N1c1ccc(Cl)c(Cl)c1 (centres undefined)	1	0	0	-7	6	-4	4	-17
COc1ccccc1-n1cnnc1SC(C)C(=O)Nc1ccc(NC(C)=O)cc1 (centres undefined)	-8	-10	7	-8	-3	0	6	13
C=CCOc1ccc(/C=C/C(=O)OCC(=O)N2CCCc3ccccc32)cc1	-1	14	0	1	-9	-4	14	-12
CCC(C)(C)NC(=O)Nc1cc(Cl)ccc1OC	-3	11	-5	-8	-7	-2	4	-20
COCCCNC(=O)Cn1nnc(-c2ccc(NC(=O)c3ccccc3OC)cc2)n1	-5	1	-14	-14	-6	?	-12	-10
CCCCn1c(N)c(N(CCOC)C(=O)c2ccc(C)c(S(=O)(=O)N3CCOCC3)c2)c(=O)[nH]c1=O	1	-8	-8	2	16	-4	-6	15
O=C(CN1C(=O)NC2(CCCC2)C1=O)N1CCN(S(=O)(=O)c2cccc(F)c2)CC1	-1	11	15	-7	-2	7	3	11
O=C(O)c1ccc(-c2nnn(Cc3cccc(C(F)(F)F)c3)n2)cc1	13	1	2	-3	6	12	14	-1
CC1CN(C(=O)c2cc(S(=O)(=O)N3CCCC3)ccc2Cl)CC(C)O1 (centres undefined)	-1	-2	14	-7	9	-3	12	-8
O=C(/C=C/c1ccco1)OCC(=O)c1cccc([N+](=O)[O-])c1	7	28	9	-8	-4	-9	13	12
CCN(Cc1ccccc1)C(c1ccc(C)cc1)c1nnnn1C(C)(C)C (centres undefined)	14	-6	20	20	4	-5	13	17
CCOc1ccc(NC(=O)CCSc2ccc3ccccc3n2)cc1	-4	11	0	3	-4	18	4	-16
CC1(c2nnc(Cc3ccccc3)o2)CC(c2ccc([N+](=O)[O-])cc2)=NO1 (centres undefined)	-9	-13	3	-10	0	-1	-36	-6
CN(C)c1cc(-c2cccc(C(F)(F)F)c2)oc(=O)c1Cl	10	12	-8	3	10	-2	2	16
COc1ccc(N(C(=O)C(C)C)S(=O)(=O)c2cccc3cccnc23)cc1	2	3	2	-8	-6	0	0	9
CNC(=S)N/N=C/c1cc(C)n(-c2ccc(Cl)c(Cl)c2)c1C	18	15	-11	7	-1	-12	5	-23
Oc1ccc(Oc2ncc(Cl)cc2Cl)cc1	-10	-4	8	3	-9	6	-12	1
COc1ccc(CCN2C(=O)c3ccccc3C2(O)c2ncc[nH]2)cc1OC (centres undefined)	5	-5	-8	5	20	-6	13	17
N#Cc1ccccc1CSCCNC(=O)Cc1c(F)cccc1Cl	2	-2	3	4	1	-8	4	17
SMILES	CXCR6 block	CCR6 antag	Jurkat NFkB inh	EBI2 block	Gli-Sufu antag	UBC13 polyUb	APJ antag	697 NFkB inh
O=[N+]([O-])c1cccc(C(=Nc2ccccc2Cl)NO)c1	1	19	2	-17	0	-2	-12	3
COc1ccc(NC(=O)CN2C(=O)C(C)Oc3ccccc32)cc1 (centres undefined)	-6	1	2	-7	16	5	14	2
CCOc1ccc(NC(=O)C2CCC(CNc3c(N4CCCCC4)c(=O)c3=O)CC2)cc1 (centres undefined)	6	-1	0	-4	8	-8	47*	2
CC(=O)c1ccc(OCc2cc(C(=O)N(C)Cc3cc(C)no3)no2)cc1	2	25	-9	4	-1	-4	5	-34
COc1ccc(Cl)cc1Nc1nc(NCCO)nc(N2CCCCC2)n1	-4	-10	4	15	10	62*	-3	9
Cc1ccc(N)c(C(=O)CCCCC(=O)O)c1	0	16	11	-3	2	-5	16	-8
CC(C)(C)NC(=O)CN(C(=O)C(=O)Nc1ccc2c(c1)OCCO2)C1CC1	0	9	-12	-5	-5	10	10	13
CC1CCN(CCCNC(=O)c2ccc(Cn3c(=S)[nH]c4ccc(Br)cc4c3=O)cc2)CC1	/	/	-1	/	/	?	21	11
O=c1nc2ccccc2c2n1CC(CN1CCN(C(c3ccccc3)c3ccccc3)CC1)N2 (centres undefined)	16	11	-14	9	37	9	13	-27
COc1ccc(NC(=O)CC2Sc3ncnn3C2=O)cc1 (centres undefined)	-13	7	-6	-2	2	-11	-48	-2
Cc1cc(N)n(-c2ccc3ccccc3c2)n1	2	26	-16	-7	-19	-5	-13	-74
CCOC(=O)N1CCC(NCc2c(C(=O)N(C)Cc3ccccc3)nc3ccccn23)CC1	-6	0	-1	-3	-32	-10	6	-23
Cc1ccc(C(=O)N[C@H](C(=O)Nc2ccc(F)cc2)C(C)C)cc1	-4	0	-4	-12	4	0	-8	19
O=C(Nc1nnc(SCCN2CCOCC2)s1)C1CC(=O)N(c2ccccc2)C1 (centres undefined)	6	-1	3	13	1	5	23	4

From PubChem
